# IDE cell inh – cellular human IDE inhibition | P14735 | HEK cells, FAbetaB cleavage, fluorescence polarization | inhibition, % at 5.59 µM | actives 0.41% (n = 320,000) | AID 434962;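 active means percent inhibition above the average of all tested compounds plus 3 SD, set per screening campaign, cut at about 16% in these data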;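 further: IDE supplied by intact live HEK cells; FP after avidin binding of uncleaved biotin substrate so inhibition keeps polarization high; 0% = DMSO wells and 100% = 60 µM reference IDE inhibitor Ii1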
# Target sequence (P14735 whole entry, looked up): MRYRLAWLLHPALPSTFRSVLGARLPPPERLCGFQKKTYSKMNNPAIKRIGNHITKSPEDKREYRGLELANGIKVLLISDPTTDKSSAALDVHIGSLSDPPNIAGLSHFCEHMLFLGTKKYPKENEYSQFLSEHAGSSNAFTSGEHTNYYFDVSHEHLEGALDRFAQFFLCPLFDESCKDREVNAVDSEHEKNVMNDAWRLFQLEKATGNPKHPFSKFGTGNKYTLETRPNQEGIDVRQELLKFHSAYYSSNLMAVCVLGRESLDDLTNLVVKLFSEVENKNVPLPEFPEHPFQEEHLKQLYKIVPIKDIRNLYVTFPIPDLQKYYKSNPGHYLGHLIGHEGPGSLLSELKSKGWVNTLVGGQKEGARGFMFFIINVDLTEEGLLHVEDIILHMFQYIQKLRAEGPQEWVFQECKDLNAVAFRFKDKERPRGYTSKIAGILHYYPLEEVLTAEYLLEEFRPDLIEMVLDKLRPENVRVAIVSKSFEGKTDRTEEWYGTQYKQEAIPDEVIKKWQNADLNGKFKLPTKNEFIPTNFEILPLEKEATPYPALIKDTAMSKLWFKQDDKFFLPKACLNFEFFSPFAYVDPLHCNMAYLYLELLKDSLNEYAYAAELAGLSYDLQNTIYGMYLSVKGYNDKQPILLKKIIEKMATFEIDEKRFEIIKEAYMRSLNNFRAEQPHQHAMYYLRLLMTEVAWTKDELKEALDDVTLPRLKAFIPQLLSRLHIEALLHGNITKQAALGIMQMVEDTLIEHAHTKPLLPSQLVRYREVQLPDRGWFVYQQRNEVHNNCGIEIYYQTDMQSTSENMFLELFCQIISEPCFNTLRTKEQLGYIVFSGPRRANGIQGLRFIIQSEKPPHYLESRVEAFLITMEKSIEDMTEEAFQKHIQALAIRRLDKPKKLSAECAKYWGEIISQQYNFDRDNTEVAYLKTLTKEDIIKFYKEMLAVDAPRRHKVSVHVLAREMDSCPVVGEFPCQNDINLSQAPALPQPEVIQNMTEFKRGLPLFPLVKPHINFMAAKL
# PfM18AAP inh – blocks P. falciparum M18 aspartyl aminopeptidase; inhibition, % at 7.35 µM; AID 1822; actives 1.2% (n = 290,000); recombinant PfM18AAP, H-Glu-NHMec fluorogenic cleavage;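 active means inhibition above the campaign mean inhibition over all tested compounds plus 3 SD, cut at about 28% in these data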;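 further: 0% = plate median of test compound wells and 100% = 2 mM ZnCl2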
# p-CIP stab down – compounds decreasing mouse p/CIP protein stability; Q05BA5; F442A p/CIP-EGFP cells, EGFP fluorescence, 16 h; decrease of EGFP signal, % at 10 µM; actives 0.01% (n = 290,000);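 active means EGFP signal decrease of at least 30% at 10 µM or well 3 SD below plate mean, unless failing retest; inactive means the rest, including hits failing retest or dose response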; further: some compounds called inactive have numbers as strong as hits; many of its hits are not listed in these tables
# UBC9 SUMO inh – inhibitors of human SUMOylation (UBC9) | actives 0.36% (n = 290,000) | P63279 | HTRF SUMOylation assay, SAE1/SAE2 + UBC9, in vitro | inhibition, % at 35 µM; in the data active means inhibition above about 50%, passing the limit was not always enough; further: strong numbers were not always called active
# IDE act – activators of human insulin-degrading enzyme in cells; P14735; HEK cells, FAbeta-B cleavage, fluorescence polarization; 0% vehicle, 100% cell-free pure enzyme wells; activation, % at 5.96 µM; actives 0.073% (n = 340,000);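 active means activation above the mean of all tested compounds plus 3 SD, set per screening campaign, cut at about 17% in these data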
# MEKK2mut PB1 HTS – signal of MEK5 binding to mutant human MEKK2 PB1 domain; percent response, % at 10 µM; bead flow cytometry, Alexa488-MEK5 binding to MEKK2 mutant; AID 1530; actives 0.35% (n = 290,000); in the data active means percent response above about 24%, passing the limit was not always enough; further: inactives centre near 1; some results filed as inactive read as strong as hits; reference of the scale not given here
# MEKK3 PB1 HTS – modulators (inhibitors or enhancers) of MEK5 binding to human MEKK3 PB1 domain; Q99759; binding response (% of control), % at 10 µM; AID 1529; bead-based flow cytometry, Alexa488-MEK5 binding to MEKK3; actives lie on both sides; 0 = blocked by unlabeled MEK5, 100 = vehicle; actives 1.4% (n = 290,000);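 active means binding response more than 3 SD above or below the average of its plate-row segment, actives on both sides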;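 further: Alexa488 bead fluorescence after subtracting the streptavidin-only scavenger bead signal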
# NALP1 yeast inh – inhibitors of NALP1 inflammasome in yeast | S. cerevisiae NALP1/ASC/caspase-1 growth, X-gal OD620, 72 h | inhibition, % at 10 µM | actives 0.61% (n = 280,000) | AID 2071; in the data active means inhibition mostly above about 24%, no sharp cut-off; inactive means mostly below about 32%; further: some compounds called inactive have numbers as strong as hits
# MEKK2 WT-MEK5 – raises or lowers MEK5 binding to wildtype human MEKK2 PB1 domain | binding response (% of control), % at 10 µM | actives 1.1% (n = 290,000) | AID 1531 | Q9Y2U5 | bead flow cytometry, Alexa488-MEK5 binding to MEKK2 WT; actives lie on both sides; in the data active means binding response below about 67% or above about 130%
# Starred values were filed as active, the others as inactive; x = no result given. Only part of the results is shown; the hit share may differ from the screen's.
nr	Structure	IDE cell inh	PfM18AAP inh	p-CIP stab down	UBC9 SUMO inh	IDE act	MEKK2mut PB1 HTS	MEKK3 PB1 HTS	NALP1 yeast inh	MEKK2 WT-MEK5
1	Clc1ccc2nc(CSc3nc4ccccc4o3)cn2c1	5	0	-13	1	2	-6	94	7	93
2	Cn1cc(-c2nnc(-c3ccccc3)o2)c2ccccc21	3	5	2	20	2	2	104	3	104
3	COCCCNC(=O)CCCn1c(=O)c2ccccc2n(Cc2cccc([N+](=O)[O-])c2)c1=O	1	6	5	2	-1	-1	99	9	97
4	COc1ccc(NC(=O)c2cc3c(CO)cnc(C)c3oc2=Nc2cccc(C)c2)c(OC)c1	x	-8	-4	-8	5	-1	101	8	101
5	CCOC(=O)c1cn(Cc2cccc(Cl)c2)c2cc(C)nn2c1=O	6	-10	-2	35	-2	5	105	2	105
6	Cc1nc(N2CCN(c3ccccc3)CC2)nc2c1C(=O)CCC2	2	-3	-5	0	4	-5	101	8	98
7	Cc1ccc(-c2nn(-c3ccccc3)cc2/C=C(\C#N)C(=O)NCc2ccccc2)cc1	3	2	2	6	-4	-1	102	16	101
8	CC(=O)Nc1ccc(S(=O)(=O)NCc2nc(-c3ccc(C)cc3)no2)cc1	-1	1	-13	-2	7	2	105	21	102
9	CCOc1ccc(NC(=O)COC(=O)c2cccnc2)cc1	7	1	-5	-5	3	-3	93	12	97
10	CC1CCCN(C(=O)CCc2nnc(-c3ccc4c(c3)OCO4)o2)C1 (stereo not drawn)	5	-1	-1	-2	6	7	104	10	105
11	CCCCCCCNC(=O)CN1N=C(c2ccc(C)cc2)CCC1=O	0	2	10	-17	4	6	100	11	102
12	COc1ccc(Cl)cc1N(CC(=O)Nc1ccccc1C(=O)N1CCOCC1)S(C)(=O)=O	-1	7	28	-10	3	5	101	3	103
13	Cc1ccc(S(=O)(=O)/N=C(/Nc2ccccn2)c2ccc(Cl)cc2)cc1	4	2	11	-4	3	1	85	23	86
14	COc1cc(Cl)c(S(=O)(=O)NCCCN2CCOCC2)cc1Cl	2	3	-10	6	-1	0	102	6	101
15	COCCn1c(SCC(=O)Nc2sccc2C(N)=O)nc2cc(Cl)ccc2c1=O	3	-1	-5	12	-5	-8	88	-4	95

# Single records, as listed above:
# CC1CCCN(C(=O)CCc2nnc(-c3ccc4c(c3)OCO4)o2)C1 (stereo not drawn) is listed as IDE cell inh: 5; PfM18AAP inh: -1; p-CIP stab down: -1; UBC9 SUMO inh: -2; IDE act: 6; MEKK2mut PB1 HTS: 7; MEKK3 PB1 HTS: 104; NALP1 yeast inh: 10; MEKK2 WT-MEK5: 105
# Cc1ccc(-c2nn(-c3ccccc3)cc2/C=C(\C#N)C(=O)NCc2ccccc2)cc1 is listed as IDE cell inh: 3; PfM18AAP inh: 2; p-CIP stab down: 2; UBC9 SUMO inh: 6; IDE act: -4; MEKK2mut PB1 HTS: -1; MEKK3 PB1 HTS: 102; NALP1 yeast inh: 16; MEKK2 WT-MEK5: 101

# Next section:
nr	Structure	IDE cell inh	PfM18AAP inh	p-CIP stab down	UBC9 SUMO inh	IDE act	MEKK2mut PB1 HTS	MEKK3 PB1 HTS	NALP1 yeast inh	MEKK2 WT-MEK5
16	N#CCC(=O)N/N=C/c1ccc(Cl)cc1	-9	26	0	13	5	-3	106	x	99
17	COc1ccc(NC(=O)C(CC(=O)O)C(C)c2ccccc2)cc1 (stereo not drawn)	2	-7	-6	-16	2	x	x	-23	x
18	Nc1ccc(S(=O)(=O)Nc2nc3ccccc3o2)cc1	1	3	16	-2	8	1	110	5	101
19	CN(C)CC(C)(C)CNC(=O)c1cc(=O)c2ccccc2o1	-11	-2	-10	14	-2	-1	100	1	102
20	CSc1ncccc1C(=O)OCc1ccc(Br)cc1	-4	-6	8	-16	-2	4	107	-20	101
21	O=C(OC1CCCCC1=O)c1cc(=O)c2ccccc2o1 (stereo not drawn)	4	6	-13	25	3	-1	100	8	100
22	O=C(CSc1nnc(-c2cccnc2)n1Cc1ccco1)N1c2ccccc2Sc2ccccc21	6	2	-10	8	-18	0	104	8	102
23	Cc1csc(SCC(=O)NC(=O)NCCC(C)C)n1	0	6	9	7	0	-2	100	7	96
24	COC(=O)c1ccc(C)c(NC(=O)CCSc2ccccc2)c1	6	-9	5	15	-1	3	103	4	103
25	CCc1cccc(NC(=O)CCCn2nc(CC)n3c(cc4occc43)c2=O)c1	3	6	-3	-2	-2	3	103	14	102
26	O=C(NCC1(c2ccccc2)CCCC1)c1ccc(Br)cc1	-2	4	-6	-3	4	-1	97	20	105
27	CCS(=O)(=O)c1ccc(NC(=O)c2ccccc2Cl)c(O)c1	3	-3	-9	18	9	2	103	26	102
28	COC(=O)c1ccc(C(=O)N(CCN(C)C)c2nc3c(Cl)cccc3s2)cc1	1	1	6	8	2	-4	98	10	111
29	CCN(CC)C(=O)CC(c1ccccc1)c1ccco1 (stereo not drawn)	1	-10	-16	17	0	5	103	20	101
30	CC(=O)c1cccc(NC(=O)N2CCCC2C(=O)NCc2ccccc2)c1 (stereo not drawn)	0	2	-6	-3	0	1	97	-8	100
31	CCSc1nnc(CNC(=O)C23CC4CC(CC(C4)C2)C3)n1C1CCCCC1	-1	-1	6	-3	3	10	102	21	98
32	O=C(Nc1cccc([N+](=O)[O-])c1)C1COc2ccccc2O1 (stereo not drawn)	0	1	-8	13	-5	10	104	2	101
33	Cc1ccccc1CN1C(=O)C(O)(CC(=O)c2ccncc2)c2ccccc21 (stereo not drawn)	0	5	-13	12	6	6	100	12	103
34	CN(C)S(=O)(=O)c1ccc(C(=O)Nc2ccc3ncccc3c2)cc1	1	2	12	5	0	2	96	-18	103
35	CCCCCCCC(=O)NC1=NC(=O)C(C)(C)S1	-1	-6	8	4	6	9	106	-3	104
36	C=CCn1c(-c2cccc(Cl)c2)n[nH]c1=S	1	11	-1	16	4	-3	96	-6	97
37	O=C(Nc1ccc(F)cc1)c1cccc(N2C(=O)C3C4CCC(C4)C3C2=O)c1 (stereo not drawn)	10	-5	-5	-4	4	-1	100	2	97
38	CCCN(CCC)S(=O)(=O)c1ccc(NS(=O)(=O)c2ccc(F)cc2)cc1	3	10	7	-8	7	2	104	-2	99
39	Cc1nc2sc(C(c3ccc(F)cc3)N3CCN(C(=O)c4ccco4)CC3)c(O)n2n1 (stereo not drawn)	1	-2	3	-9	5	18	103	-1	105
40	COc1ccc2c(c1)c1nnc(SCC(=O)NC3CC3)nc1n2C	4	4	2	-19	-4	5	101	5	109
41	Cc1ccc2nc3c(cc2c1)c(NC(=O)c1ccco1)nn3CC(C)C	-2	2	-10	18	5	14	104	1	106
42	Cc1cc(C)nc(Nc2n[nH]c(COc3ccccc3)n2)n1	0	19	-12	-3	2	-2	89	-4	96
43	O=C(c1cccs1)N1CCN(c2nnc(-c3ccccc3)c3ccccc23)CC1	1	5	-11	10	-3	1	110	-2	101
44	O=[N+]([O-])c1cc([N+](=O)[O-])c(Oc2cncc(Cl)c2)cc1NC1CCCCCCC1	-1	-15	0	2	-2	-3	100	5	99
45	Cn1c(SC/C=C/c2ccccc2)nnc1-c1cccs1	3	-6	2	4	-13	-4	96	18	96
46	O=C(COC(=O)c1ccc(N2CCCC2=O)cc1)NCc1ccco1	1	5	2	6	5	-9	98	22	92
47	CN(C)S(=O)(=O)c1cccc(NC(=O)c2cc3c(=O)n4ccccc4nc3s2)c1	5	-9	-9	24	1	17	97	25	105
48	Cc1[nH]nc(Nc2ccc(C(C)C)cc2)c1[N+](=O)[O-]	4	2	-12	12	0	0	104	-1	102
49	COc1cc(/C=N/NC(=O)CC#N)ccc1Oc1nc(Cl)ncc1F	2	-4	5	-8	0	2	106	15	107
50	COc1ccc(Cl)cc1S(=O)(=O)n1ccnc1	-1	3	-8	7	2	-2	95	-9	95
51	O=C(NCCc1nc2ccc(Cl)cc2[nH]1)C1CCC(=O)N(Cc2cccc(F)c2)C1 (stereo not drawn)	-5	-1	-20	-3	0	7	105	7	108
52	Cc1cc(C)n2c(Nc3ccc4c(c3)OCCO4)c(-c3ccc(C)o3)nc2n1	0	-23	3	3	-2	8	105	7	101
53	O=C(N/N=C/c1cccc2ccccc12)c1cccc(F)c1	1	7	9	16	0	6	109	25	107
54	Cc1csc(CN(C)C(=O)C2CCC(=O)N(Cc3ccc(Cl)cc3)C2)n1 (stereo not drawn)	2	-3	0	6	4	4	101	6	99
55	CN1C(=O)c2cccc3c(S(=O)(=O)Nc4ccccn4)ccc1c23	-1	10	10	23	4	7	107	5	100
56	CC(=O)Nc1nc(COc2ccccc2)cs1	0	-3	-9	21	-1	4	102	-2	101
57	Cc1cc(=O)oc2cc(OCC3CC(c4ccc(Br)cc4)=NO3)ccc12 (stereo not drawn)	3	-9	-12	6	-8	4	107	9	102
58	Cc1ccc(Cl)cc1NC(=O)C(Cc1ccccc1)N1C(=O)C2C3CCC(C3)C2C1=O (stereo not drawn)	2	-3	5	-27	5	-4	92	25	95
59	O=C(COc1ccccc1Cl)Nc1ccc(CN2CCCCC2)cc1	5	2	2	6	0	3	105	9	109
60	Clc1cccc(Sc2ccc(-c3ccccn3)s2)c1	-1	0	-2	-17	3	3	97	-11	98
61	COc1cc(OC)c2c(-c3ccccc3)cc(=O)oc2c1C(CCN1CCCC(C)C1)c1ccc2c(c1)OCO2 (stereo not drawn)	-1	x	-6	-2	1	26*	123	10	183*
62	C=CCNC(=S)NNC(=O)c1ccc2c(c1)OCO2	6	22	-2	22	-1	-8	90	-10	92
63	CN1CCN(C(=S)NC(=O)c2cccc(S(=O)(=O)N(C)C)c2)CC1	-2	0	8	9	3	0	106	-2	106
64	CCOC(=O)C1CCCN(C(=O)c2ccc(C)cc2O)C1 (stereo not drawn)	4	-1	-11	15	6	0	103	32	103
65	Cc1ccc(S(=O)(=O)N2CCOC2C(Cl)(Cl)Cl)cc1 (stereo not drawn)	-8	0	-6	-5	4	-2	100	x	103
66	c1coc(C2Nc3ccccc3C3OCCC23)c1 (stereo not drawn)	4	-1	-6	-6	2	-1	98	14	88
67	CC(C(=O)NCc1ccc2c(c1)OCO2)N1c2cccc3cccc(c23)S1(=O)=O (stereo not drawn)	-1	1	-12	18	6	3	101	3	100
68	CCN(Cc1ccccc1)C(=O)c1[nH]c2ccc(OC)cc2c1C	x	7	-6	3	1	-3	97	18	97
69	O=C(Nc1ccc(Br)c(Cl)c1)C1CC1	7	3	-8	9	2	-2	95	45*	97
70	O=C(CN1CCN(c2ccccn2)CC1)Nc1ccc([N+](=O)[O-])cc1C(=O)Nc1ccccc1F	-1	17	-22	-2	1	-3	100	4	98
71	COc1ccc2nc(-c3ccccc3)cc(OC)c2c1	7	0	-3	-6	0	-2	104	28	96
72	CC(=O)Nc1ccc(S(=O)(=O)N2CCSC2c2ccccc2Cl)cc1 (stereo not drawn)	7	-1	-9	-14	-5	7	100	4	100
73	COc1ccc(NC(=O)/C(C#N)=C/c2c(C)nn(-c3ccc(F)cc3)c2Cl)cc1Cl	4	0	11	-6	7	0	98	20	100
74	C/C(CC(=O)NCc1ccco1)=N\NC(=O)Cc1ccc(Cl)cc1	3	-8	-5	-17	-7	5	102	12	104
75	CC(C)(C)NNC(=S)Nc1cccc(C(F)(F)F)c1	8	-5	-2	-6	8	-2	99	x	96
76	COc1ccccc1C(=O)NCCn1cc(SCC(=O)Nc2cc(C)on2)c2ccccc21	5	-15	-1	-33	4	9	85	6	117
77	Cn1c(NCCCO)nc2c1c(=O)n(Cc1ccccc1F)c(=O)n2C	9	5	-4	9	0	0	101	x	105
78	O=C(O)CC(NC(=O)c1cccc([N+](=O)[O-])c1)c1ccc2c(c1)OCO2 (stereo not drawn)	-3	8	-1	10	2	-3	102	-7	101

# Compound activity: PubChem BioAssay, several laboratories
